Assay outcomes from PubChem BioAssay.
IDE cell inh: human IDE inhibitors in live cells, primary screen, fluorescence polarization, HEK cells, FAbetaB substrate; Insulin-degrading enzyme (Homo sapiens), P14735; FAbetaB cleavage; inhibition, % at 5.59 µM; 0.41% of 320,000 active;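 active means percent inhibition above the average of all tested compounds plus 3 SD, set per screening campaign, cut at about 16% in these data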;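 further: IDE supplied by intact live HEK cells; FP after avidin binding of uncleaved biotin substrate so inhibition keeps polarization high; 0% = DMSO wells and 100% = 60 µM reference IDE inhibitor Ii1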
M4 antag: human M4 muscarinic receptor antagonists, primary screen, CHO cells, Fluo-8 calcium fluorescence; Muscarinic acetylcholine receptor M4 (Homo sapiens), P08173; CHO-hM4 cells, ACh EC80; inhibition, % at 3 µM; 0.73% of 360,000 active; AID 624125, 2012;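 active means inhibition above its plate's cutoff, the mean inhibition of sample wells plus 3 SD, cut at about 27% in these data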;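 further: 0% = acetylcholine EC80 with DMSO and 100% = DMSO without agonist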
Target sequence (P08173 whole entry, looked up): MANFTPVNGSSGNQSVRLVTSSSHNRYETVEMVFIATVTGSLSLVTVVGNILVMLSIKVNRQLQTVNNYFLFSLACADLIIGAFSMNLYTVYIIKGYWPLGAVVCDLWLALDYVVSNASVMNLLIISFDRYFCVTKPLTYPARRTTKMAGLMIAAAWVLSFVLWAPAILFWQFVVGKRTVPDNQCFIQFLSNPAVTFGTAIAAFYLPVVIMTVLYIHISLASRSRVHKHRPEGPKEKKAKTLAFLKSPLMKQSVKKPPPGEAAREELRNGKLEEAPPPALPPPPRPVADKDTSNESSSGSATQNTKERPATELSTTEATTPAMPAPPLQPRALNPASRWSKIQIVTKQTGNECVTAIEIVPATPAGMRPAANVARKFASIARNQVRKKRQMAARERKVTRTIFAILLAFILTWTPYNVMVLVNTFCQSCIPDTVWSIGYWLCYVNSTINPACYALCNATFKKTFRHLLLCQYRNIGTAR
CHRM5 PAM: human M5 muscarinic receptor positive allosteric modulators, primary screen, CHO-K1 cells, Fluo-8 calcium fluorescence | 0.3% of 360,000 active | activation, % at 3 µM | Muscarinic acetylcholine receptor M5 (Homo sapiens), P08912 | CHO-K1 hM5, ACh EC20 PAM; 0% = ACh EC20, 100% = ACh EC100;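 active means activation above the run cutoff, the mean activation of all test compounds plus 3 SD, cut at about 18% in these data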
Target sequence (P08912 whole entry, looked up): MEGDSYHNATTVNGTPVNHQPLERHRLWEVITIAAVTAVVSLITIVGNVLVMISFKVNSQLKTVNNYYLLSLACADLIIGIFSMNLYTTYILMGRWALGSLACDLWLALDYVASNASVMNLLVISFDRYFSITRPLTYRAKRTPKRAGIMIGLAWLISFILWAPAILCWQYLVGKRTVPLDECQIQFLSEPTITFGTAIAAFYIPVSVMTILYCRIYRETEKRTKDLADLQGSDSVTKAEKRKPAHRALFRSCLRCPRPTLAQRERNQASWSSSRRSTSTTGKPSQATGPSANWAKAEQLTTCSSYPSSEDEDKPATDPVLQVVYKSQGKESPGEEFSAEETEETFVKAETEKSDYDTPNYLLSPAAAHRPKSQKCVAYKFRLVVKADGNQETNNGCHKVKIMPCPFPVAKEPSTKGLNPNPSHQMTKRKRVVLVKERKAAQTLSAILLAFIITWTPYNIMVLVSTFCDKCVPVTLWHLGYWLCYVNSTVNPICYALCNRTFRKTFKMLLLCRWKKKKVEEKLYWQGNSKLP
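Assay system: CHO-K1 hM5 cells / Incubation: Fluo-8 loading 80 min at 37 °C plus 30 min room temperature / Technique: Fluo-8 calcium dye fluorescence, kinetic read / Repeats: single replicate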
M4 PAM: human M4 muscarinic receptor positive allosteric modulators, primary screen, CHO-K1 cells, Fluo-8 calcium fluorescence; AID 624126, 2012; CHO-K1 hM4/Gqi5, ACh EC20; 0% = ACh EC20, 100% = maximal ACh; activation, % at 3 µM; 0.4% of 360,000 active; Muscarinic acetylcholine receptor M4 (Homo sapiens), P08173;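 active means activation above its plate's cutoff, the mean activation of sample wells plus 3 SD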; further: some results filed as inactive read as strong as hits
M4 ag: human M4 muscarinic receptor agonists, primary screen, CHO-K1 cells, Fluo-8 calcium fluorescence | Muscarinic acetylcholine receptor M4 (Homo sapiens), P08173 | CHO-K1 hM4/Gqi5; vehicle 0%, full acetylcholine response 100% | activation, % at 3 µM | 0.14% of 360,000 active;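 active means activation above the run mean over all test wells plus 3 SD, cut at about 32% in these data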;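 further: peak over basal fluorescence ratio per well then scaled between controls; 0% = DMSO wells and 100% = acetylcholine at EC100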
CRFBP-R2 agonist: agonists of CRF-BP/CRF-R2 complex, primary screen, cell-based, HEK293, calcium dye fluorescence, uHTS; CRF-binding protein / CRF receptor 2 complex (human); 0.46% of 350,000 active; AID 588473, 2011; activation, % at 13.2 µM; calcium dye fluorescence (FLIPR); percent of saturating CRF peptide response;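 active means activation of at least 50%, plus an integration ratio under a set limit after plate pattern correction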;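 further: plate controls were neutral control wells without compound for no effect and CRF at EC100 for full effect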
CHRM5 agonist: human M5 muscarinic receptor agonists, primary screen, CHO-K1 cells, Fluo-8 calcium fluorescence | AID 624037, 2012 | 0.19% of 360,000 active | CHO-K1 hM5 cells; 0% DMSO wells, 100% maximal acetylcholine response | activation, % at 3 µM;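 active means activation above the run's mean over test compounds plus 3 SD, cut at about 23% in these data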;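 further: signal is peak over basal fluorescence ratio across the kinetic read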
CHRM5 antagonist: human M5 muscarinic receptor antagonists, primary screen, CHO cells, Fluo-8 calcium fluorescence; Muscarinic acetylcholine receptor M5 (Homo sapiens), P08912; CHO-hM5 cells, ACh EC80; inhibition, % at 3 µM; 0.59% of 360,000 active; AID 624040, 2012;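 active means inhibition above a per-plate cutoff, the mean of that plate's test compounds plus 3 SD, cut at about 27% in these data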;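 further: 0% = acetylcholine EC80 with DMSO and 100% = DMSO without agonist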
CRFBP-R2 block: antagonists of CRF-BP/CRF-R2 complex, primary screen, cell-based, HEK293, calcium dye fluorescence, uHTS; AID 588475, 2011; 0.59% of 350,000 active; CRF-induced calcium fluorescence; inhibition, % at 11.8 µM;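 active means inhibition of the ligand-induced calcium signal above about 50% at the single tested concentration, limit read from the data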
* marks the source's active call; other numbers are inactive results; . = not tested or not shown.

[1] C=CCn1c(SCC(=O)Nc2cc(C)on2)nc2ccccc21
[2] CC1CCCCC12NC(=O)N(CC(=O)NCc1ccccc1Cl)C2=O (stereo unspecified)
[3] O=C(NCc1nnc2c(C(F)(F)F)cc(Cl)cn12)c1ccc2c(c1)OCO2
[4] CCC(C)n1c(SCc2ccccc2)nc2ccsc2c1=O (stereo unspecified)
[5] O=C(NC1CC1)C1=C[C@@H](c2ccc(C(F)(F)F)cc2)C[C@@H](OCCCCO)O1
[6] O=C1Cc2cc(S(=O)(=O)N3CCNCC3)ccc2N1

Compound	1	2	3	4	5	6
IDE cell inh	.	2	9	-4	-3	0
M4 antag	-7	-6	3	-7	-6	-11
CHRM5 PAM	3	11	2	0	6	-1
M4 PAM	3	7	-1	-6	3	9
M4 ag	2	2	-1	-1	0	1
CRFBP-R2 agonist	-0.2	-1.3	1.0	0.9	-3.3	1.7
CHRM5 agonist	0	-1	0	-2	1	-2
CHRM5 antagonist	-5	12	-2	1	-3	9
CRFBP-R2 block	-5	-4	-15	-22	6	2

[7] O=C(NCc1ccc(F)cc1)c1cccs1
[8] Cc1ccnc(OC(C(=O)O)C(OCCc2ccccc2)(c2ccccc2)c2ccccc2)n1 (stereo unspecified)
[9] COc1ccc(-c2nc(CS(=O)CC(=O)N3CCN(C)CC3)c(C)o2)cc1OC (stereo unspecified)
[10] CSc1ccc(S(=O)(=O)NCCSc2ccccn2)cc1
[11] COCC(=O)Nc1nc2ccc(S(C)(=O)=O)cc2s1
[12] N#Cc1nc(Cc2ccccc2)oc1NCCCn1ccnc1

Compound	7	8	9	10	11	12
IDE cell inh	8	3	2	-1	3	2
M4 antag	-1	8	-3	-6	-8	-2
CHRM5 PAM	-4	-2	-5	-5	5	-6
M4 PAM	-2	-3	-1	-7	4	3
M4 ag	2	0	1	4	1	5
CRFBP-R2 agonist	-0.6	1.5	-0.1	0.2	-1.3	-0.1
CHRM5 agonist	0	-3	0	-1	-3	-1
CHRM5 antagonist	7	4	7	4	-1	5
CRFBP-R2 block	8	19	-5	15	3	19

[13] CC(=O)c1cccc(NC(=O)C2C3C=CC(C3)C2C(=O)O)c1 (stereo unspecified)
[14] CCOC(=O)N1CCC(NCc2c(C(=O)N(C)Cc3ccccc3)nc3ccccn23)CC1
[15] CCOc1ccc(-n2ccnc2SCC(=O)Nc2nnc(CC)s2)cc1
[16] COc1ccccc1C(=O)COC(=O)CNS(=O)(=O)c1ccc(NC(C)=O)cc1
[17] CCOc1ccccc1N1CCN(C(=O)c2cc(-c3cc(OC)ccc3OC)nc3ccccc23)CC1
[18] CCOC(=O)N1CCN(C(=O)CSc2nc3c(cnn3-c3ccc(Cl)cc3)c(=O)[nH]2)CC1

Compound	13	14	15	16	17	18
IDE cell inh	7	1	-2	-5	2	0
M4 antag	-16	-8	4	-1	16	-19
CHRM5 PAM	3	6	-8	-2	-11	0
M4 PAM	1	2	-3	3	-6	7
M4 ag	0	2	4	1	13	1
CRFBP-R2 agonist	-1.2	-0.7	-2.9	1.6	0.3	0.7
CHRM5 agonist	-6	-3	5	-3	2	0
CHRM5 antagonist	-5	-13	-1	3	20	-2
CRFBP-R2 block	14	-9	9	-12	9	2

Reprinted from the part before: 2 compounds, followed by the next part.
[17] CCOc1ccccc1N1CCN(C(=O)c2cc(-c3cc(OC)ccc3OC)nc3ccccc23)CC1
[18] CCOC(=O)N1CCN(C(=O)CSc2nc3c(cnn3-c3ccc(Cl)cc3)c(=O)[nH]2)CC1
[19] NC(=O)CSc1nnc(CNc2cccc(Cl)c2)n1CCc1ccccc1
[20] CN(C)Cc1c(O)ccc2c(=O)c(-c3ccccc3)c(C(F)(F)F)oc12
[21] CCOc1ccccc1Nc1cc(C)nc2ccc(C)cc12
[22] Cc1cc(C)n(Cc2ccc(C(=O)O)cc2)n1
[23] CC1=C(C(=O)OCC2CCCO2)C(c2coc3ccccc3c2=O)C2=C(CCCC2=O)N1 (stereo unspecified)
[24] COc1ccc(OC)c(NC(=O)Cn2cc(C=O)c3ccccc32)c1

Compound	17	18	19	20	21	22	23	24
IDE cell inh	2	0	5	7	0	7	0	9
M4 antag	16	-19	-3	1	5	3	2	-1
CHRM5 PAM	-11	0	5	2	5	-2	2	-4
M4 PAM	-6	7	4	-2	-5	4	-2	-1
M4 ag	13	1	2	0	2	1	2	3
CRFBP-R2 agonist	0.3	0.7	-0.4	-1.0	-1.1	-1.0	-2.2	2.1
CHRM5 agonist	2	0	3	-6	-6	1	0	5
CHRM5 antagonist	20	-2	-3	6	1	2	9	10
CRFBP-R2 block	9	2	-2	4	4	-2	18	45

[25] COc1ccc(N2CCN(S(=O)(=O)c3cc(Br)cnc3N)CC2)cc1
[26] Cc1cc(C)c(C2C3=C(Nc4c2c(C)nn4-c2ccccn2)c2ccccc2C3=O)c(C)c1 (stereo unspecified)
[27] COC1(OC)C(/C=C/c2ccc(C)cc2)C(C#N)(C#N)C1(OC)OC (stereo unspecified)
[28] O=C(CS(=O)(=O)c1ccccc1)Nc1nnc(C(F)(F)F)s1
[29] CN(C)/C=C/C(=O)c1ccc([N+](=O)[O-])c(CS(=O)(=O)c2ccc(Cl)cc2)c1
[30] CCN1C(=O)c2ccccc2Sc2ccc(C(=O)NCCN3CCOCC3)cc21

Compound	25	26	27	28	29	30
IDE cell inh	0	6	12	4	3	-3
M4 antag	-12	-2	2	-13	13	-4
CHRM5 PAM	1	2	-1	-2	-18	2
M4 PAM	-5	3	-2	5	-10	2
M4 ag	0	0	2	1	13	1
CRFBP-R2 agonist	0.5	-1.2	3.5	0.0	3.8	0.8
CHRM5 agonist	-5	-2	1	-3	-1	1
CHRM5 antagonist	-4	-2	5	10	17	2
CRFBP-R2 block	18	-10	18	12	-16	19

[31] CCOc1ccc(/C=N/n2nnnc2N)cc1OCC
[32] CC(NC(=O)c1ccco1)c1ccc(-n2ccnc2)cc1 (stereo unspecified)
[33] CCOCCCNC(=O)CCC(=O)NNc1nc2ccccc2c2nc(-c3ccccc3)nn12
[34] Cc1cccn2c(=O)c(C=NCCO)c(NCc3ccco3)nc12
[35] Cc1nnc(C)n1/N=C/c1cccc([N+](=O)[O-])c1
[36] COc1ccc(NC(=O)Cn2cc(S(=O)(=O)Cc3ccccc3)c3ccccc32)c(OC)c1

Compound	31	32	33	34	35	36
IDE cell inh	6	-3	-1	-1	0	-3
M4 antag	-12	-8	-2	-6	-8	1
CHRM5 PAM	5	5	-7	-1	2	-9
M4 PAM	1	1	-6	3	16	0
M4 ag	-1	1	12	0	0	7
CRFBP-R2 agonist	-3.2	2.7	-2.9	-5.3	0.9	-0.9
CHRM5 agonist	-4	-2	0	1	-2	4
CHRM5 antagonist	2	-1	8	-4	2	3
CRFBP-R2 block	1	6	11	0	-3	0

[37] COc1cc(C2NC(=S)NC(c3ccccc3)=C2C(C)=O)ccc1O (stereo unspecified)
[38] CC1=C(C(=O)Nc2ccccc2C(=O)NCc2ccccc2)SCCO1
[39] Cc1ccc(NC(=O)c2ccc(NCc3ccc(F)cc3)nc2)cc1
[40] COc1cccc(NC(=O)CNC(=O)Cn2cnc3sc(C)c(C)c3c2=O)c1
[41] COC(=O)N1N=C(c2ccc(Br)cc2)CC1(O)C(F)(F)F (stereo unspecified)
[42] O=C(Nn1cnnc1)c1cc(-c2ccccn2)nc2ccccc12

Compound	37	38	39	40	41	42
IDE cell inh	5	0	-2	-3	-1	5
M4 antag	2	-16	3	-6	4	-5
CHRM5 PAM	4	-11	-18	1	-2	3
M4 PAM	-4	0	0	5	-7	-2
M4 ag	2	12	6	1	1	1
CRFBP-R2 agonist	0.9	-0.1	-0.7	2.1	-7.1	-0.6
CHRM5 agonist	-5	-4	-3	-3	-5	0
CHRM5 antagonist	-1	11	32*	-5	-2	-5
CRFBP-R2 block	-10	-6	-9	-20	7	3

Record cards (already shown). Order of screens: IDE cell inh	M4 antag	CHRM5 PAM	M4 PAM	M4 ag	CRFBP-R2 agonist	CHRM5 agonist	CHRM5 antagonist	CRFBP-R2 block
CCOc1ccccc1Nc1cc(C)nc2ccc(C)cc12 in the list: 0	5	5	-5	2	-1.1	-6	1	4
CCOc1ccc(-n2ccnc2SCC(=O)Nc2nnc(CC)s2)cc1 in the list: -2	4	-8	-3	4	-2.9	5	-1	9
CC(NC(=O)c1ccco1)c1ccc(-n2ccnc2)cc1 (stereo unspecified) in the list: -3	-8	5	1	1	2.7	-2	-1	6
COc1ccccc1C(=O)COC(=O)CNS(=O)(=O)c1ccc(NC(C)=O)cc1 in the list: -5	-1	-2	3	1	1.6	-3	3	-12

New compounds follow:
[43] COc1ncnc2c1ncn2CCCN(C)CCc1ccccn1
[44] OCc1cccc(-c2csc(C(O)(c3ccccc3)C(F)(F)F)n2)c1 (stereo unspecified)
[45] COc1ccc(-c2ccc(SCC(=O)NCc3ccco3)nn2)cc1OC
[46] CC(=O)OCC1CC(COC(C)=O)C(COC(C)=O)CC1COC(C)=O (stereo unspecified)
[47] COc1cc2c(cc1[N+](=O)[O-])-c1ccc([N+](=O)[O-])cc1C2
[48] Cc1cccc(CCN(C(=O)Cc2cccs2)C(C(=O)NC2CCCCC2)c2cccnc2)c1 (stereo unspecified)

Compound	43	44	45	46	47	48
IDE cell inh	.	.	3	.	.	2
M4 antag	-12	5	5	-21	4	1
CHRM5 PAM	3	-3	-1	7	1	1
M4 PAM	7	-4	7	0	-3	18
M4 ag	0	6	-2	1	1	0
CRFBP-R2 agonist	-0.2	.	-3.0	4.5	.	0.7
CHRM5 agonist	0	-1	1	-3	0	3
CHRM5 antagonist	3	5	8	-20	-4	-4
CRFBP-R2 block	4	.	22	30	.	-50

[49] O=C(COC(=O)CCC1CCCC1)Nc1ccc(F)cc1Cl
[50] O=[N+]([O-])c1ccn(-c2nc(-c3cccs3)cc(C(F)(F)F)n2)n1
[51] CCCC(=O)Nc1c(-c2ccc(OC)cc2)c(=O)c2ccccc2n1C
[52] Cc1cc(C(=O)CN2C(=O)C(=O)N(CC(C)C)C2=O)c(C)n1-c1ccccc1F
[53] CC/C(=N/NC(=O)c1ccc2c(c1)OCO2)c1ccccc1O
[54] CNC[C@H]1Oc2cc(Br)ccc2S(=O)(=O)N([C@@H](C)CO)C[C@@H]1C
[55] CC(C)CCC(=O)Nc1cc(S(=O)(=O)N2CCOCC2)ccc1N1CCCC1
[56] COc1ccc(NC(=O)CN2C(=O)C(C)SC(C)C2=O)c(OC)c1 (stereo unspecified)

Compound	49	50	51	52	53	54	55	56
IDE cell inh	8	-2	-1	0	-1	.	.	2
M4 antag	2	3	-9	-2	-1	-10	-2	-5
CHRM5 PAM	5	0	4	-6	12	2	0	-2
M4 PAM	8	-2	12	-9	1	0	2	5
M4 ag	2	0	1	5	1	0	1	1
CRFBP-R2 agonist	-0.7	0.7	0.9	0.9	-1.2	0.6	-1.0	-0.8
CHRM5 agonist	-2	1	3	-3	2	0	-1	-3
CHRM5 antagonist	-5	1	0	4	-8	0	4	13
CRFBP-R2 block	0	-13	-1	3	-5	-2	12	3
